# HCV inhibitor: qHTS Assay for Inhibitors of Hepatitis C Virus (HCV) | Huh7.5.1 HCVcc-Cre infection, luciferase reporter, 44 h | Potency, µM (top dose mostly 41.8 µM), inactives show top-dose activity change, negative = inhibition, most hits filed as inhibitors | 340,000 tested, 3.4% active; further: potency means the concentration at half of the fitted maximal effect; on the % scale 0 is the no-effect control and ±100 the full control effect
#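 Seed cells (1,000/well) for 4 h; treat with compound and infect with HCVcc-Cre, moi about 0.5. Incubate 44 h, then detect luciferase activity.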
# Pf growth 96h: Primary qHTS for delayed death inhibitors of the malarial parasite plastid, 96 hour incubation; P. falciparum luciferase reporter growth, 96 h; Potency, µM (top dose mostly 28.7 µM), without a hit: top-dose activity change, negative = inhibition, hits mostly inhibitors; 320,000 tested, 6.9% active; AID 504834, 2011; further: potency means the concentration at half of the fitted maximal effect; on the % scale 0 is the no-effect control and ±100 the full control effect
#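 Plates of compound plus infected erythrocytes (2% hematocrit, 0.05% parasitemia final) incubate 96 hours, 37 C, 5% CO2. Detection reagent added; reduced luminescence from the parasites' luciferase reporter flags inhibition.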
# Shiga inhibitor: A qHTS for Small Molecule Inhibitors of Shiga Toxin; inhibition, % at 38.7 µM; 290,000 tested, 9.2% active; Vero cells, Shiga toxin protein synthesis inhibition reporter; in the data active means inhibition mostly above about 28%, no sharp cut-off; inactive means mostly below about 43%; further: 0% is about no effect
# Giardia FBPA inh: qHTS Assay for Inhibitors of Fructose-1,6-bisphosphate Aldolase from Giardia Lamblia. A8B2U2. 290,000 tested, 0.71% active. Potency, µM (highest dose often 59.6 µM), without a hit: top-dose activity, negative = inhibition, usual class: inhibitors. purified Giardia FBPA; further: potency means the concentration at half of the fitted maximal effect; on the % scale 0 is the no-effect control and ±100 the full control effect; nearly all actives have a fitted effect of over 55% in size
# Target sequence (A8B2U2 whole entry, looked up): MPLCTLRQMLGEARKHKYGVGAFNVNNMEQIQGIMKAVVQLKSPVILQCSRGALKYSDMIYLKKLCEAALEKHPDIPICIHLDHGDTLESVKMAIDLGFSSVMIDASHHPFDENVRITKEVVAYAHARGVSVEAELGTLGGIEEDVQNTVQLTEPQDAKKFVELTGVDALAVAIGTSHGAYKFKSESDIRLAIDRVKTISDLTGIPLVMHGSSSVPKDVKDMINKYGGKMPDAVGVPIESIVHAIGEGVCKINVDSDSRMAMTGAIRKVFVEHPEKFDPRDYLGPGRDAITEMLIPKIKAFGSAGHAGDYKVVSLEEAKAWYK
#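 40 nM FBPA preincubated 10 min at RT with compound (up to 57.5 uM final), then substrate plus GAPDH/TPI/NAD/arsenate coupling and diaphorase/resazurin added. Fluorescence read after 20 min at RT, 525/598 nm.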
# CHX counter: Cycloheximide Counterscreen for Small Molecule Inhibitors of Shiga Toxin; cell reporter, cycloheximide protein synthesis inhibition counterscreen; max response, %; 300,000 tested, 12% active; AID 2314, 2010; in the data active means max response mostly above about 13%, no sharp cut-off; inactive means mostly below about 14%; further: read at 38.3 µM for the half of the compounds with a filed dose; 0% is about no effect
# Pf growth 48h: Primary qHTS for delayed death inhibitors of the malarial parasite plastid, 48 hour incubation; AID 504832, 2011; P. falciparum luciferase growth in erythrocytes, 48 h; 310,000 tested, 5.9% active; Potency, µM (series often up to 28.7 µM), without a hit: at the top dose activity change, negative = inhibition, hits mostly inhibitors; further: potency means the concentration at half of the fitted maximal effect; on the % scale 0 is the no-effect control and ±100 the full control effect
#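 Here the parasites carry a stable luciferase gene and grow inside erythrocytes in Albumax-based RPMI medium with compound for one erythrocytic cycle. Activity is scored as loss of luminescent signal.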
# An asterisk follows results filed as active; i = inactive; ? = inconclusive; . = no result given; [ ] = dose if it differs, or a comment. Unless noted, the call rests on the fitted dose curve; in most records, active means well fitted curve in the direction sought with a large enough effect; inconclusive means small, poorly fitted or top-dose-only effect, or another doubt; inactive means no such curve, though single readings can be large; an effect the other way counts as inactive or inconclusive.
SMILES,HCV inhibitor,Pf growth 96h,Shiga inhibitor,Giardia FBPA inh,CHX counter,Pf growth 48h
COc1ccc(CNC(=O)c2cccc(NC(=O)c3ccccc3)c2)cc1,-28.8%,-18.0%,-4.9,-0.4%,-0.7,-11.3%
CC(C)Sc1nnc([C@@H]2CCCN2C(=O)OC(C)(C)C)o1,5.3%,.,-5.5,4.2%,-4.1,-5.5%
CN(C)C(=O)c1cc(C(=O)c2ccc(C(F)(F)F)cc2F)c[nH]1,-2.3%,186.9%[activator],92.1*,9.9%,42.3*,i
CCn1c(CNC(=O)Cc2ccc(OC)cc2)nnc1SCC(=O)c1ccccc1,7.9%,-5.4%,-15.2,-16.7%,-0.2,12.6%
CCN(CC)S(=O)(=O)c1ccc2c(c1)oc(=O)n2CC(=O)NC1CCCCC1,-7.7%,?,-10.1,-6.2%,-5.0,-22.5%
Cc1nnc(SCC(=O)Nc2cccnc2Cl)s1,2.9%[8.37 µM],14.9%,.,.,.,10.2%
CN1C(=O)C[C@H](c2ccccc2)C1=O,.,0.4%,.,2.1%[21.7 µM],.,-0.2%
CCCC(=O)NCc1ccccc1Cl,-5.7%,25.6%,24.1,7.2%,12.3,-3.4%
CN1C(=O)c2ccccc2Sc2ccc(C(=O)N3CCC4(CC3)OCCO4)cc21,-3.5%,?,-2.8,.,-1.2,37.9%
O=C(Nc1ccccc1-c1nnn(CC(=O)N2CCOCC2)n1)c1ccc(F)cc1,2.2%,19.9%,23.1,1.4%,1.0,5.3%
CCCCCCOC(=O)C(C#N)c1nc2ccccc2nc1N1CCN(CC)CC1 (stereo not drawn),-16.7%,?,2.4,-4.8%,-3.6,?
Cn1cc(S(=O)(=O)NC2CCCCC2)c(=O)n(C)c1=O,-6.8%[8.37 µM],7.2%,.,.,.,10.4%
CC(C)=C1C2C=CC1C(C(=O)Nc1cc(C)ccc1C)C2C(=O)O (stereo not drawn),8.4%,?,-10.5,0.8%,-2.6,-11.3%
c1ccc(C2CN3CCC2CC3)cc1 (stereo not drawn),15.5%,9.6%,-8.5,-0.1%,1.2,-1.2%
COc1ccccc1CNC(=O)[C@H](C)NC(=O)C1CCN(C(=O)[C@@H]2CCCN2C(=O)OC(C)(C)C)CC1,32.1%[activator],?,-2.4,-0.4%,-2.7,?
Cc1ccc(S(=O)(=O)N(C)c2ccc(C(=O)NCC(c3ccco3)N(C)C)cc2)cc1 (stereo not drawn),17.2%,?,.,.,.,?
O=S(=O)(Nc1nc2ccccc2nc1NCc1ccco1)c1ccc(Cl)cc1,0.0%,17.3%,10.8,11.7%,0.7,-3.0%
Cc1ccc(S(=O)(=O)NCCC(=O)NCc2ccc(Cl)cc2)cc1C,?,?,.,.,.,?
COCCn1c(SCC(=O)N2CCC(C)CC2)nc2ccccc2c1=O,2.2%,-10.3%,-15.6,2.8%,-0.5,-29.0%
c1ccc(Cn2nnnc2C(c2ccccc2)N2CCN(c3nc4ccccc4s3)CC2)cc1 (stereo not drawn),8.2%,-2.3%,9.8,2.1%,-1.7,7.4%
CCNC(=O)CC1C(=O)N(CC)C(=S)N1NC(=O)c1ccc(Cl)cc1 (stereo not drawn),-9.0%,-15.9%,-9.9,-27.0%,-2.0,29.3%
CCc1cc2c(-n3nc(C)cc3C)ncnc2s1,?,-9.4%,-3.7,4.4%,-1.3,-9.2%
CCOC(=O)c1sc(C)c(C(N)=O)c1NC1=NCCCCC1,-4.3%,?,17.9,-17.3%,-5.2,?
S=C(c1ccc2c(c1)OCO2)N1CCCCC1,12.7%,.,-17.1,4.6%,11.0,?
COc1ccc(N2C(=O)C(Cl)=C(N3CCOCC3)C2=O)cc1,-1.5%,?,20.7,-8.4%,4.0,-20.0%

# Profiles as entered above. Screens in order: HCV inhibitor | Pf growth 96h | Shiga inhibitor | Giardia FBPA inh | CHX counter | Pf growth 48h
# c1ccc(Cn2nnnc2C(c2ccccc2)N2CCN(c3nc4ccccc4s3)CC2)cc1 (stereo not drawn) in the list: 8.2% | -2.3% | 9.8 | 2.1% | -1.7 | 7.4%
# O=C(Nc1ccccc1-c1nnn(CC(=O)N2CCOCC2)n1)c1ccc(F)cc1 in the list: 2.2% | 19.9% | 23.1 | 1.4% | 1.0 | 5.3%

# Continued:
SMILES,HCV inhibitor,Pf growth 96h,Shiga inhibitor,Giardia FBPA inh,CHX counter,Pf growth 48h
C#CCN(CC=C)C(=O)c1ccc(OC2CCN(S(=O)(=O)N(C)C)CC2)cc1,?,?,62.3*,-3.7%,36.7*,1.9%
O=C(Nc1ccc(F)cc1)Nc1cccnc1,9.2%,31.5%[activator],22.7,5.2%,-3.2,19.9%
CCn1nc(C)c(/C=N/NC(=O)c2nc3nc(C)cc(C)n3n2)c1C,14.5%,21.7%,14.6,-1.3%,0.1,8.7%
CN(C)CCN1C(=O)C(=O)/C(=C(/O)c2ccc(S(=O)(=O)N3CCOCC3)cc2)C1c1ccccc1 (stereo not drawn),21.3%,-11.8%,-10.2,-0.6%,-4.2,10.2%
COc1ccc(-n2c(Cc3ccccc3)nnc2SCC(=O)N2CCCc3ccccc32)cc1,?,?,9.0,5.9%,6.0,11.7µM*
COc1ccc(CCNC(=O)CC2Oc3ccc(Cl)cc3NC2=O)cc1OC (stereo not drawn),2.7%,-23.2%,7.8,3.9%,-1.1,.
COc1ccc(/C=N/NC(=O)C(Cc2c[nH]c3ccccc23)NC(=O)OCC(C)C)cc1[N+](=O)[O-] (stereo not drawn),?,24.4%,-8.8,-0.5%,-2.6,6.8%
COc1ccccc1NS(=O)(=O)c1ccc(C(N)=O)cc1,11.1%,2.7%,-22.9,0.0%,13.9,8.0%
O=C(Nc1c2c(nc3ccccc13)CCCC2)c1ccccc1Br,8.8%,?,13.1,0.3%,-2.2,2.4%
CCOC(=O)c1noc(C)c1C(=O)Nc1nccs1,19.4%,-5.2%,-13.1,0.4%,-1.3,?
CC1(C)CC(=O)C(C=NCCN2CCN(C(=O)Cc3ccc(F)cc3)CC2)=C(O)C1,6.0%,7.9%,3.0,-9.3%,-1.0,4.4%
COc1ccc(CCN(C(=O)c2ccccc2)C2=CC3CCC(C2)N3C)cc1OC (stereo not drawn),.,.,-2.3,-1.2%,3.2,0.0%
COc1ccc(OC)c(C2C3=C(COC3=O)Nc3cc4c(cc32)OCO4)c1 (stereo not drawn),-6.5%,?,-29.4,2.8%,-4.6,?
CN1CCN(S(=O)(=O)c2ccc(NC(=S)NC(=O)C(C)(C)C)cc2)CC1,-6.7%,67.6%[activator],-1.7,2.5%,2.8,-3.0%
CCOC(=O)c1sc(NC(=O)Nc2ccccc2)cc1C,?,-106.8%,99.0*,-26.1%,151.5*,-55.3%
CN(C)Cc1ccccc1C1(O)c2ccccc2CSc2ccccc21 (stereo not drawn),?,-5.9%[5.75 µM],-2.1,0.5%,4.0,0.0%
O=C(NCCNc1ccc([N+](=O)[O-])cc1)c1cccc(Br)c1,7.6%,-16.9%,-10.1,2.3%,-2.9,-7.4%
O=C(COc1ccccc1Cl)Nc1ccccc1C(=O)Nc1cccc(C(=O)O)c1,26.8%,25.8%,32.8,.,40.4*,56.1%[activator]
Cc1cc(C)c(NC(=O)CNC(=O)COC(=O)CN2C(=O)NC3(CCCC3)C2=O)c(C)c1,12.2%,61.8%[activator],.,.,.,-1.6%
CN(C)S(=O)(=O)c1cccc(C(=O)NCCNC(=O)c2cccc(S(=O)(=O)N(C)C)c2)c1,5.7%,-4.4%,20.5,-8.4%,-0.6,0.0%
O=C1CCCC2=C1C(c1ccc(Br)cc1)c1c([nH]c(=S)[nH]c1=O)N2 (stereo not drawn),1.8%,?,10.1,-5.7%,-0.5,-8.4%
O=C1c2ccccc2NC(c2cccc(O)c2)N1O (stereo not drawn),0.2%,0.2%,25.6,-29.6%,16.2*,45.3%[activator]
COc1ccc(C(=O)N/N=C/C(Br)=C/c2ccccc2)cc1,?,-20.1%,60.0*,-9.7%,31.3*,?
C[C@]12CC[C@H](OS(=O)(=O)O)CC1=CCC1C2CC[C@]2(C)C(=O)CC[C@@H]12 (stereo partly drawn),.,-7.1%,.,20.8%,.,3.3%
Clc1cccc(-c2noc3ncnc(Nc4ccc5c(c4)OCO5)c23)c1,-25.7%,?,4.6,-2.8%,-1.5,?

# For convenience, part of the list above:
SMILES,HCV inhibitor,Pf growth 96h,Shiga inhibitor,Giardia FBPA inh,CHX counter,Pf growth 48h
COc1ccc(CNC(=O)c2cccc(NC(=O)c3ccccc3)c2)cc1,-28.8%,-18.0%,-4.9,-0.4%,-0.7,-11.3%
CC(C)Sc1nnc([C@@H]2CCCN2C(=O)OC(C)(C)C)o1,5.3%,.,-5.5,4.2%,-4.1,-5.5%
CN(C)C(=O)c1cc(C(=O)c2ccc(C(F)(F)F)cc2F)c[nH]1,-2.3%,186.9%[activator],92.1*,9.9%,42.3*,i
CCn1c(CNC(=O)Cc2ccc(OC)cc2)nnc1SCC(=O)c1ccccc1,7.9%,-5.4%,-15.2,-16.7%,-0.2,12.6%
CCN(CC)S(=O)(=O)c1ccc2c(c1)oc(=O)n2CC(=O)NC1CCCCC1,-7.7%,?,-10.1,-6.2%,-5.0,-22.5%

# Additional records follow:
SMILES,HCV inhibitor,Pf growth 96h,Shiga inhibitor,Giardia FBPA inh,CHX counter,Pf growth 48h
CC1(C)CCC[C@@](C)([C@H]2CC[C@]3(C)[C@@H]2[C@H](O)C[C@@H]2[C@@]4(C)CC[C@H](O)C(C)(C)[C@@H]4CC[C@]23C)O1,.,.,16.4,-2.4%,-2.0,.
COc1ccc(-n2c(CNC(=O)COc3ccccc3)n[nH]c2=S)cc1,6.2%,14.3%,-6.2,-14.3%,5.9,-0.6%
CCOC(=O)C1CCN(/C=C2/C(=O)NC(=O)N(c3ccc(OCC)cc3)C2=O)CC1,6.0%,?,-5.2,-6.9%,-2.1,3.6%
CC1(C)Cc2c(C#N)c(NCC3CCCO3)nc(-c3ccco3)c2CO1 (stereo not drawn),?,.,-10.9,-21.1%,-2.6,?
COc1ccc(C(=O)C2CCCN(C(=O)c3cccnc3SC)C2)c(C)c1 (stereo not drawn),-13.6%,?,-4.3,1.2%,-1.6,?
Cc1ccccc1Cn1nnc(-c2ccc(C(=O)O)cc2)n1,6.0%,16.6%,-2.3,?,-4.2,7.3%
CN1CCN(c2nc(C(N)=O)cc(-c3ccccc3)n2)CC1,?,-22.0%,10.1,-1.4%,-1.7,-17.7%
Cc1ccccc1NC(=O)COC(=O)CCc1ccccc1,5.1%,21.6%,2.4,5.3%,-4.7,6.1%
O=C(Cn1c(=O)[nH]n(-c2ccccc2)c1=O)N1CCCc2ccccc21,-11.2%,3.7%,-16.4,-25.5%,-0.8,-12.5%
O=C(COC(=O)CCSc1ccc(Cl)cc1)NCc1ccccc1,10.5%,-9.1%,6.5,-2.2%,-3.9,-8.8%
CCC1CCCCN1CCCNC(=O)CNC(=O)Cn1ccc2ccccc2c1=O (stereo not drawn),-12.5%,74.9%[activator],9.3,-0.2%,-4.4,4.8%
CCSc1nnc(NC(NC(=O)c2ccco2)(C(F)(F)F)C(F)(F)F)s1,15.3%,-6.3%,-13.5,-0.8%,-8.2,-7.9%
O=C(Nc1ccccc1)c1ccc(OC(=O)c2cc3ccccc3o2)cc1,17.7%,28.5%,-2.4,7.9%,-2.0,.
CC(C)(C)c1ccc(C(=O)c2c[nH]c(C(=O)NCc3cccnc3)c2)cc1,-4.9%,5.22µM*,22.6,13.4%,20.5*,8.28µM*
Cc1ccc(C(=O)NC2CCN(CC(=O)NC3CCC(C)CC3)CC2)cc1 (stereo not drawn),-2.2%,-1.8%,4.7,3.7%,-1.2,?
Cc1nn(C)cc1S(=O)(=O)N1CCN(c2ccc(F)cc2)CC1,1.6%,?,-28.0,.,11.1,22.3%
CC(c1nc2scc(-c3ccccc3)c2c(=O)[nH]1)N1CCN(CC(=O)NC2CC2)CC1 (stereo not drawn),?,?,.,.,.,?

# High-throughput results from PubChem BioAssay.
